Compound activity (PubChem BioAssay)
hcGAS lum – Primary biochemical luminescence assay for human cyclic GMP-AMP synthase inhibitors. recombinant h-cGAS, ATP depletion, Kinase-Glo luminescence. inhibition, % at 12.5 µM. hit rate 0.081% among 290,000;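 also: 0% = vehicle reaction and 100% = reaction without DNA for no activity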
Target sequence (Q8N884 whole entry, looked up): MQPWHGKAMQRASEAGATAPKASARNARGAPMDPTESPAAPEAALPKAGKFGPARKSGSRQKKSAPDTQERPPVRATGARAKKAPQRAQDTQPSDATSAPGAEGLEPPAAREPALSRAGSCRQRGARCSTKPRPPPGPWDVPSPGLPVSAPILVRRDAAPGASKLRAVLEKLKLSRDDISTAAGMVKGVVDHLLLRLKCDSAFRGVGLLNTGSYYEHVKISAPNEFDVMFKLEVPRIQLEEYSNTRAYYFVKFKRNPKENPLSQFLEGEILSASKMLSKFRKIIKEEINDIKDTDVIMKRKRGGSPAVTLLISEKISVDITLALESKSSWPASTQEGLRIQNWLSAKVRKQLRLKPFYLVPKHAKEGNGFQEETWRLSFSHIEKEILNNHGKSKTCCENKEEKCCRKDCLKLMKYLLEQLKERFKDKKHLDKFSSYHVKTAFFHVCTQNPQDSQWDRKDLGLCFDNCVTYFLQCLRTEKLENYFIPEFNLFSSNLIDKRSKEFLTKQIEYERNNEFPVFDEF
NPYLR7 ag – agonists of mosquito NPYLR7 receptor, primary screen, cell-based, Aedes aegypti, calcium fluorescence, mosquito biting behavior; hit rate 0.15% among 270,000; activation, % at 10 µM; HEK293T NPYLR7/Galpha15, GCaMP6s calcium fluorescence; AID 1259423, 2018; in the data active = activation above about 40%;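 also: 0% = vehicle and 100% = reference agonist at the receptor; some compounds past the cut are filed as inactive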
mcGAS inh – cyclic GMP-AMP synthase inhibitors, mouse, primary biochemical chemiluminescence; hit rate 0.15% among 160,000; inhibition, % at 12.5 µM; AID 1259399, 2018; Q8C6L5; recombinant cGAS, Kinase-Glo ATP depletion luminescence;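 also: 0% = negative control wells and 100% = reference inhibitor with no enzyme activity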
* hit, by the source's call; / = not tested or not shown; & = joins results of further samples. Rule as the data show it, unless noted: active = inhibition above about 40%; inactive = the rest.

SMILES | hcGAS lum | NPYLR7 ag | mcGAS inh
Cc1ccn2c(=O)c(C(=O)NCCCN3CC(C)CC(C)C3)c(O)nc2c1 (centres undefined) | -7 | -1 | -7
CS(=O)(=O)c1cccc(NC(=O)C=Cc2ccc3c(c2)OCCCO3)c1 | -5 | 5 | /
O=C1COc2cc(C(=O)NC(c3ccccc3)c3cccs3)ccc2N1 (centres undefined) | -3 | 13 | -3
CC1=NN(c2cccc(Cl)c2)C(=O)/C1=C\c1ccc(OCc2ccccc2)cc1 | -3 | -9 | 4
CC(C)CNC(=O)CC(c1ccccc1C(F)(F)F)c1cn(C)c2ccccc12 (centres undefined) | -6 | -1 | -5
CSc1ccccc1C(=O)N1CCN(c2ncnc3c2nnn3Cc2ccccc2)CC1 | -5 | -2 | -8
OC(c1ccccc1)c1cn[nH]c1 (centres undefined) | -2 | -4 | /
COCCN(CC(=O)Nc1nc(CC(=O)N2CCC(Cc3ccccc3)CC2)cs1)C(=O)c1ccc(OC)cc1 | 1 | -9 | 0
Cc1ccccc1-n1cc(CN(C)S(=O)(=O)NCc2ccccc2)cn1 | 2 | -2 | /
Cc1ccc2c(c1)CN(C(=O)CSc1ccccn1)CC(c1ccsc1)O2 (centres undefined) | 2 | -2 | -2
CS(=O)(=O)Nc1ccc(S(=O)(=O)N2CCCCC2)cc1 | -10 | 6 | -1
CCN1CCN(C2(C(=O)N(C)Cc3ccc(C)o3)Cc3ccccc3C2)CC1 | -11 | 15 | /

Complete entries, looked up by structure. Order of screens: hcGAS lum	NPYLR7 ag	mcGAS inh
CC1=NN(c2cccc(Cl)c2)C(=O)/C1=C\c1ccc(OCc2ccccc2)cc1 in the list: -3	-9	4
CC(C)CNC(=O)CC(c1ccccc1C(F)(F)F)c1cn(C)c2ccccc12 (centres undefined) in the list: -6	-1	-5

Following part
SMILES | hcGAS lum | NPYLR7 ag | mcGAS inh
CC1(C)CN(C(=O)NCc2ccc(-n3ccnc3)nc2)CCS1 | 5 | -27 | /
CC(C)CNC(=O)C1CCN(CC(=O)Nc2ccc(Br)cc2Cl)CC1 | -10 | -2 | /
Cc1ccc(C)c(OCc2cc(C(=O)N3CCCC4(CCCN(C)C4)C3)no2)c1 (centres undefined) | 1 | 1 | /
CC1(C(=O)NS(=O)(=O)c2cccs2)CCN1C(=O)CCc1ccc(Cl)cc1Cl (centres undefined) | -4 | -1 | /
CCOc1cc(C=C2N=C(c3ccc(OC)c(OC)c3)OC2=O)cc(Br)c1OC | 1 | 7 | /
O=C(Cn1nc2c(-c3nc(-c4cccc(Cl)c4)no3)cccn2c1=O)NC1CCCC1 | -6 | 1 | -4
C=CCN(Cc1cnc(C)n1C)C1(C)CCS(=O)(=O)C1 (centres undefined) | -9 | 19 | /
COc1ccc(-c2nc3cc(C)ccn3c2NC(=O)C2CCCC2)cc1 | -2 | -6 | -6
COCC(=O)Nc1c(C)nc2cnc(-c3ccc4ccccc4c3)cn12 | -3 | -1 | 0
C=CCn1c(=O)c(C(=O)Nc2ccccc2)c(O)c2ccccc21 | 7 | -5 | -4
COC(=O)c1ccc(Cn2c(C)c(C(=O)NCc3cccc(C)c3)sc2=O)o1 | 1 | 5 | /
O=C(CC1S/C(=N/N=C\c2cccs2)NC1=O)Nc1ccc(C(=O)O)cc1 (centres undefined) | -1 | 3 | -2
O=C(CCCCCn1c(=S)[nH]c2ccccc2c1=O)NCc1ccc2c(c1)OCO2 | -2 | 4 | /
O=C(CCn1ccc(=O)[nH]c1=O)NCc1cc(-c2cccs2)on1 | 0 | 3 | /
Cc1nc2ncccn2c1C(=O)N1[C@@H]2CC[C@H]1CNC(=O)C2 | -6 | 7 | /
CN1CCN(C(=O)c2ccc3[nH]c4c(c3c2)CSCC4)CC1C(=O)O (centres undefined) | -1&-2 | 4 | -7
COCCC1(NC(=O)c2cc(C)n(C)n2)CCN(C2CCOCC2)CC1 | -16 | / | -6
CC1(C(=O)NS(=O)(=O)c2cccc(OC(F)F)c2)CCN1C(=O)Cc1ccccc1 (centres undefined) | -8 | 3 | /
C=CCCC(O)CN(Cc1ccc(C)o1)CC1CCCO1 (centres undefined) | -4 | 14 | -3
Cc1ccc(Nc2cc3[se]c4ccccc4[nH]c3c3c(=O)c4ccccc4c(=O)c23)cc1 | -5 | 9 | -6
O=C(NCCc1ccccc1)c1cc(-c2ccccc2)n(C2CCS(=O)(=O)C2)n1 (centres undefined) | -1 | 7 | 0
C=CCNC(=O)C(NC(=O)c1cccs1)C1CCN(C(=O)C2CCCC2)CC1 (centres undefined) | -9 | 11 | -7
COC(=O)C(C)n1c(=O)c2c(nc3n(-c4ccc(C)c(C)c4)c(C)cn23)n(C)c1=O (centres undefined) | -3 | 6 | -7
COc1ccc(-n2c(CCN)n[nH]c2=O)cc1OC | -5 | 8 | -23

Some entries already given with just NPYLR7 ag:
Structure	NPYLR7 ag
O=C(NCCc1ccccc1)c1cc(-c2ccccc2)n(C2CCS(=O)(=O)C2)n1 (centres undefined)	7
C=CCNC(=O)C(NC(=O)c1cccs1)C1CCN(C(=O)C2CCCC2)CC1 (centres undefined)	11

4 structures from above, ordered by formula weight, falling:
SMILES | hcGAS lum | NPYLR7 ag | mcGAS inh
CCOc1cc(C=C2N=C(c3ccc(OC)c(OC)c3)OC2=O)cc(Br)c1OC | 1 | 7 | /
O=C(NCCc1ccccc1)c1cc(-c2ccccc2)n(C2CCS(=O)(=O)C2)n1 (centres undefined) | -1 | 7 | 0
O=C(CC1S/C(=N/N=C\c2cccs2)NC1=O)Nc1ccc(C(=O)O)cc1 (centres undefined) | -1 | 3 | -2
Cc1nc2ncccn2c1C(=O)N1[C@@H]2CC[C@H]1CNC(=O)C2 | -6 | 7 | /

More entries
SMILES | hcGAS lum | NPYLR7 ag | mcGAS inh
Cc1cc(Br)c(NC(=O)CSc2nc(=O)[nH]n2C)c(Br)c1 | -6 | 4 | /
Nn1c(SCc2ccc(Cl)cc2Cl)nncc1=O | -6 | -17 | /
CCOc1ccc(NC(=S)NCc2ccccc2)cc1 | -5 | 8 | /
Cc1ccc(Oc2cnn(-c3ccc(F)cc3)c(=O)c2Nc2cccc(C(=O)NCc3ccccn3)c2)cc1 | -7 | 13 | -6
CCCc1nn(-c2ccccc2Cl)c(C)c1C(=O)O | -3 | 11 | -5
Cc1nc2n(n1)C(=O)C(C(c1ccccc1Cl)N1CCC3(CC1)OCCO3)S2 (centres undefined) | -8 | 0 | -8
O=C(C1CCCO1)N1CCN(C(=S)NCc2ccc3c(c2)OCO3)CC1 (centres undefined) | -2 | 5 | /
CCOC(=O)N1CCC(C(=O)O)CC1 | -6 | 12 | /
Cc1ccsc1CN(CCc1c[nH]c2ccccc12)Cc1nc(C(=O)NCCN2CCOCC2)co1 | -9 | 23 | -8
C=CCNC(=S)NS(=O)(=O)c1ccc(F)cc1 | -6 | 2 | /
COCc1cc(C)nc(N/N=C\c2cccc(OCc3ccc(Cl)cc3Cl)c2)c1C#N | 5 | -5 | 5
COCCN(CC(=O)N(Cc1ccccc1)Cc1sccc1C)C(=O)C(c1ccccc1)c1ccccc1 | -7 | / | -7
C/C(=C/C(=O)NCCc1nncn1C)c1ccccc1Cl | -15 | 0 | /
Cc1nn(-c2ccccc2)c(Cl)c1C(=O)Nc1cccc(C(F)(F)F)c1 | -2 | -2 | /
O=C1NCCCCC1NCc1ccc(OCc2c(F)cccc2Cl)cc1 (centres undefined) | -7 | 3 | /
CC(NC(=O)Nc1cccnc1N1CCCC1)c1ccn(C)c1 (centres undefined) | -3 | 9 | /
COc1cc2[nH]c3c(=O)n(CC(=O)NCc4ccc(C)o4)cnc3c2cc1OC | -4 | / | -10
CC(=O)N1CCC(C(=O)Nc2ccc3nc(Cc4ccccc4)nn3c2)CC1 | -5 | 25 | -6
COc1ccc(-c2cc(C(=O)N3CCC(n4c(=O)[nH]c5ccccc54)CC3)c(C)n2-c2ccc(F)cc2F)cc1 | -4 | 13 | -6
CC(C)(C)c1ccc(C(=O)Nc2n[nH]c(C(F)(F)F)n2)cc1 | -10 | -22 | /
CCCCC(Nc1nc(C)nc2c1cnn2C)c1cccnc1 (centres undefined) | -4 | 12 | /
c1cnc(N2CCCN(Cc3cc4n(n3)CCCNC4)CC2)nc1 | -2 | 6 | /
COc1c(F)cc(-c2cc(NCCO)nc3[nH]ccc23)cc1F | -10 | 1 | /
O=C(c1cccc(SC(F)F)c1)N1CCc2c([nH]c3ccccc23)C1c1ccc(C(F)(F)F)cc1 (centres undefined) | -8 | -6 | /
CC(=O)c1cc(Cl)ccc1OCC(=O)Nc1ccc(Cl)c(S(=O)(=O)N2CCOCC2)c1 | -8 | 0 | -8
Cc1cnc(CN(C)C(=O)c2cn(CC3COc4ccccc4O3)nn2)[nH]1 (centres undefined) | -4 | -3 | -11
NC(=O)CN(C(=O)c1cc2ccccc2s1)c1ccccc1 | -2 | 13 | /
Cc1ncsc1CCn1ccnc1-c1ccc(CO)o1 | -7 | 8 | -16
O=C(CS(=O)(=O)Cc1cccc(F)c1)Nc1ccc(F)cc1F | -14 | 2 | /
CN(CCc1cnn(C)c1)Cc1cn(Cc2ccccc2)nc1-c1cc2ccccc2o1 | 4 | -5 | 0
CC1(C)Cc2cccc(C3CC(=O)Nc4c3cnn4Cc3cccnc3)c2O1 (centres undefined) | -5 | 7 | /
Cc1cc(S(=O)(=O)NCc2ccc3c(c2)OCO3)c(C)cc1Br | 1 | -11 | /
COc1ccc(CCNC(=O)c2cc(Br)ccc2NS(=O)(=O)c2ccc(C(C)(C)C)cc2)cc1 | -4 | 20 | -5
Cc1sc(=O)n(CCC(=O)Nc2ncc(Cl)s2)c1C | -9 | -5 | /
CC(C)(C)c1ccc(C(O)c2ncc(-c3ccccc3F)[nH]2)cc1 (centres undefined) | -8 | 0 | /
NC(=O)C1CCN(C(=O)Cc2csc(NC(=O)c3ccc[nH]c3=O)n2)CC1 | -3 | 13 | -6
Cc1ccc(C(C)CCN2CCC(n3nccc3NC(=O)C3CCCC3)CC2)o1 (centres undefined) | -5 | 12 | -3
CC(C)c1c(C(=O)NC2CC2)cnn1-c1ccccc1 | -10 | -4 | -7
C=CCC(CC=C)(NC(=O)CCC(=O)OC)c1ccccc1 | -3 | 4 | /
Cc1ccc(-c2cc(C(=O)N3CCN(C(=O)c4ccccc4O)CC3)on2)cc1 | -15 | -6 | /
O=C(Nc1cc(-c2ccccc2)ns1)C1CCS(=O)(=O)C1 (centres undefined) | -7 | -1 | /
COc1ccc(CN2C(=O)N(C)C3(CCN(Cc4ccc(-c5ccccc5Cl)o4)CC3)C2=O)cc1 | 4 | 3 | 0
NC(=O)c1cc(Cl)ccc1OCc1csc(-c2ccco2)n1 | -5 | 4 | /
CCS(=O)(=O)NCCc1csc(-c2ccc(F)cc2)n1 | -5 | 6 | -7
O=C(COc1cccc2c(=O)[nH]ccc12)c1ccccc1 | -2 | -13 | /
CC(=O)Oc1ccc(C2OC(=O)C3(CCCCC3)C(=O)C2(C)C)cc1 (centres undefined) | -4 | 0 | -8
Cc1[nH]n(-c2nc(-c3ccccc3)cs2)c(=O)c1N=Nc1ccccc1Cl | -6 | -5 | -4
Cc1cc(NC(=O)c2ccnn2C)n(-c2nc3c(F)cccc3s2)n1 | -2 | -10 | -3

Copied from the list.
C=CCC(CC=C)(NC(=O)CCC(=O)OC)c1ccccc1 | hcGAS lum: -3
CCS(=O)(=O)NCCc1csc(-c2ccc(F)cc2)n1 | hcGAS lum: -5
CC(C)c1c(C(=O)NC2CC2)cnn1-c1ccccc1 | hcGAS lum: -10
Cc1[nH]n(-c2nc(-c3ccccc3)cs2)c(=O)c1N=Nc1ccccc1Cl | mcGAS inh: -4
Cc1ccc(-c2cc(C(=O)N3CCN(C(=O)c4ccccc4O)CC3)on2)cc1 | NPYLR7 ag: -6
Cc1cc(NC(=O)c2ccnn2C)n(-c2nc3c(F)cccc3s2)n1 | mcGAS inh: -3
Cc1ccc(C(C)CCN2CCC(n3nccc3NC(=O)C3CCCC3)CC2)o1 (centres undefined) | mcGAS inh: -3

Going on with the list.
SMILES | hcGAS lum | NPYLR7 ag | mcGAS inh
COc1ccc(C=Nn2c(SC)nnc(C(C)(C)C)c2=O)cc1OC | -2 | -9 | -1
Cc1cc(=O)c2cccc(Cl)c2[nH]1 | -6 | -2 | -4
Cc1nn(C)c(C)c1C(=O)N[C@@H]1CN(S(C)(=O)=O)C[C@H]1CN(C)C | -14 | / | -7
COc1ccc(CCN(C)c2cc(C(C)(C)C)nc(SCc3ccc(C(=O)NCCc4ccccn4)cc3)n2)cc1OC | -1 | -4 | 0
Cc1cc(C)n(CC(=O)NNC(=O)C=Cc2ccc(Br)o2)n1 | 3 | 7 | -6
O=c1[nH]c(=O)n(-c2ncnc3c2cnn3-c2ccccc2)cc1Cl | -3 | -5 | /
Cc1n[nH]c(C)c1CCCN(C)C(=O)c1ccc(Cl)cn1 | -10 | 3 | /
CC(C)N1CCN(C(=O)c2[nH]cnc2C(=O)NCC(C)(C)C)CC1 | -7 | / | -5
COC(=O)c1cn(CCc2ccccc2)nc1S(=O)(=O)N1CCC(C)CC1 | 6 | -8 | /
O=C(Cn1cnnn1)Nc1ccc(C(=O)O)cc1O | -1 | -5 | /
Cc1ccc(N(C)S(=O)(=O)c2ccsc2-c2nc(-c3ccccc3)no2)cc1 | -3 | / | -6
O=c1nc(Nc2c(F)c(F)cc(F)c2F)sc2ncccc12 | 1 | -2 | /
CC(C)(C)c1cc(C(=O)CSc2nnc(Nc3ccccc3)n2-c2ccccc2)cc(C(C)(C)C)c1O | -4 | 10 | -5
